# High-throughput results from PubChem BioAssay.
# Myeloid diff MLP: induction of myeloid progenitor differentiation, primary screen, cell-based, flow cytometry, MLPCN library; ER-HoxA9 myeloid progenitors, lysozyme-GFP differentiation; calls only at 10 µM; actives 1% (n = 360,000); AID 624256, 2012;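 active means normalized GFP-positive differentiation at or above the plate's own cutoff, the solvent-only control mean plus 3 SD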;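 further: cells exposed to compound for four days before flow analysis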
# SIAH1 antagonists: Siah-1 peptide-binding antagonists, primary screen, biochemical, fluorescence polarization, rhodamine-plectin, uHTS (AID 1817). E3 ubiquitin-protein ligase SIAH1 (Homo sapiens). Siah-1 / rhodamine-plectin peptide fluorescence polarization; higher % means a stronger effect. displacement, % at 20 µM, or IC50 in µM where a hit was titrated. actives 0.02% (n = 290,000);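 active means displacement of at least 50% at 20 µM, with a fluorescence ratio check between 0.3 and a set limit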;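 further: plate controls were Siah plus tracer with DMSO for no effect and tracer alone without Siah for full effect; strong numbers were not always called active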
# XIAP antagonists: XIAP antagonists, biochemical, IAP family, fluorescence polarization (AID 1018); XIAP BIR domain, fluorescence polarization peptide displacement; higher % means a stronger effect; displacement, % at 20 µM; hits with a dose series show IC50 in µM; actives 0.007% (n = 200,000); in the data active means displacement above about 50%; further: a part of the inactive calls stands beside numbers as strong as those of hits
# Hep lipid drop: inhibitors of hepatocyte lipid droplet formation, primary screen, imaging, high-throughput imaging, BODIPY stain; inhibition, % at 6.5 µM; AML12 mouse hepatocytes, oleate lipid droplets; actives 0.4% (n = 240,000);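 active means lipid droplet intensity inhibited by at least 50%, with more than 500 cells counted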
#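 Assay system: AML12 mouse liver cells | Compound: 6.5 µM single-point dosing | Schedule: Overnight exposure | Technique: Fluorescence imaging, 20x objective, two fields per well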
# LYP inhibition: inhibitors of LYP phosphatase, biochemical, fluorescence intensity, uHTS (AID 1779); recombinant LYP phosphatase, fluorescence intensity; higher % means a stronger effect; inhibition, % at 11.5 µM; hits with a dose series show IC50 in µM; actives 0.054% (n = 290,000);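 further: plate controls were vehicle with enzyme for no effect and no enzyme for full effect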
# HIV peptide binding: inhibitors of HIV fusion peptide binding, primary screen, biochemical, uHTS, fluorescence dequenching (AID 1986); inhibition, % at 20 µM; hits with a dose series show IC50 in µM; cell-free peptide binding, fluorescence dequenching, 30 min; higher % means a stronger effect; actives 0.3% (n = 290,000); in the data active means inhibition mostly above about 52%, no sharp cut-off; inactive means mostly below about 76%; further: some results filed as inactive read as strong as hits
# NOD2 inhibition: NOD2 signaling inhibitors, cell-based, luminescence, uHTS, HEK293 (AID 1566). one-dose inhibition, % at 4 µM; EC50 in µM for titrated hits. HEK293 NOD2/NF-kB luciferase reporter, luminescence; higher % means a stronger effect. actives 0.63% (n = 290,000); further: many of its hits are not listed in these tables
# AID2073: inhibitors of Mint1-CaV2.2 protein interaction, biochemical, HTRF (AID 2073); HTRF protein-protein interaction, Mint1-CaV2.2; higher % means a stronger effect; inhibition, % at 20 µM; hits with a dose series show IC50 in µM; Voltage-dependent N-type calcium channel subunit alpha-1B (Homo sapiens); actives 0.19% (n = 290,000); in the data active means inhibition mostly above about 51%, no sharp cut-off; further: some results filed as inactive read as strong as hits
# Dengue-2 NS5 capping: Dengue-2 NS5 methyltransferase inhibitors, primary screen, biochemical, confirmation dose response (AID 588689). Genome polyprotein (Dengue virus type 2 (strain 16681-PDK53)). actives 0.3% (n = 340,000). inhibition, % at 25 µM; hits with a dose series show IC50 in µM. Dengue-2 NS5 methyltransferase capping enzyme assay, biochemical; higher % means a stronger effect; in the data active means a potency from the dose series
# Hep lipid drop cells 6.5 µM: recorded beside Hep lipid drop, whose call it bears; cell count; measured here: cell count, cytotoxicity flag;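 cells counted across two imaged fields per well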
# Dengue-2 NS5 capping pilot replicate: second read-out of Dengue-2 NS5 capping, no call of its own (marks repeat the call); inhibition, %; measured here: pilot screen replicate inhibition
# Myeloid diff MLP GFP+ MAC1+ %: also measured in Myeloid diff MLP; calls as there; GFP+ MAC1+ double positive, %; measured here: differentiation confirmed by MAC1 staining
# * hit, by the source's call; i = inactive; / = not tested or not shown. Unless noted, no stated cut-off is given here; in the data, active means inhibition above about 50%; inactive means the rest.
SMILES,Myeloid diff MLP,Myeloid diff MLP GFP+ MAC1+ %,SIAH1 antagonists,XIAP antagonists,Hep lipid drop,Hep lipid drop cells 6.5 µM,LYP inhibition,HIV peptide binding,NOD2 inhibition,AID2073,Dengue-2 NS5 capping,others
O=C(CCSc1ccc(Cl)cc1)NCc1ccccn1,i,1.1,4%,-1.3%,-15,687,-9%,-1.4%,-11%,-5%,-4%,
Cc1ccc(CNC(=O)C(=O)NCC2OCCN2S(=O)(=O)c2ccc(Cl)cc2)cc1 (configuration not stated),i,1.1,-6%,/,-34,687,-3%,-1.1%,9%,3%,-3%,
CCC(C)[C@H]1COCCS(=O)(=O)N1Cc1ccccc1 (some centres not stated),i,0.5,8%,/,-19,687,-10%,-0.1%,-3%,-4%,-4%,
Cc1nc(C)c(C(=O)Nc2cccc(C)c2C)o1,i,3.2,-4%,-3.5%,8,590,-4%,-1.3%,-4%,-7%,1%,
CCOc1ccc(S(=O)(=O)NC(C)C(=O)NCc2ccncc2)cc1 (configuration not stated),i,4.2,1%,/,-11,777,-4%,-1.4%,7%,13%,2%,
O=C(COC(=O)/C(=C/c1cccs1)c1cccs1)NC(c1ccccc1)c1ccccc1,i,0.2,6%,-16%,-14,642,4%,4.3%,-13%,3%,-5%,
Cc1cccc(C)c1NC(=O)CSc1nnc([C@@H]2CCCN2C(=O)OC(C)(C)C)o1,i,2.9,-1%,-1.0%,/,/,-9%,-0.7%,9%,11%,-8%,
CC(C)(C)OC(=O)[C@H](Cc1ccccc1)NC(=O)c1nc[nH]c1C(=O)N[C@@H](Cc1ccccc1)C(=O)OC(C)(C)C,i,0.4,-2%,/,-3,678,12%,0.5%,14%,13%,-3%,
CCc1ccc(NC(=O)N(CCOC)C2CCN(C(C)=O)CC2)cc1,i,0.6,1%,-6.7%,-2,770,-2%,17%,13%,3%,-5%,
CCCN1CCC(=O)N([C@H](CO)c2ccccc2)CC1,i,1.4,13%,/,-2,755,-12%,-1.2%,9%,6%,-2%,
COc1cc(N=C2C(=O)N3c4c(cccc42)C(C)=CC3(C)C)cc(OC)c1,i,0.6,1%,-6.7%,7,650,3%,1.2%,7%,-25%,19%,
O=C(c1ccc(=O)[nH]c1)N(Cc1cccs1)C1(C(=O)NC2CCCC2)CCCCC1,i,0.3,4%,0.9%,-20,637,-3%,-0.4%,18%,7%,4%,
CC(C)n1c(=S)[nH]c2scc(-c3cccs3)c2c1=O,i,0.0,7%,/,11,709,-2%,39%,17%,34%,34%,
C[C@@H](C(O)c1ccccc1)N(C)C(=O)CCc1ccccc1 (some centres not stated),i,1.5,0%,/,/,/,-12%,1.3%,-18%,-4%,-8%,
CC(=O)c1cccc(NC(=O)COC(=O)COc2ccc(Cl)cc2)c1,i,1.1,2%,-9.2%,1,694,-4%,-2.5%,-14%,2%,-11%,
C=CCn1c(SCC(=O)NNC(=O)Nc2ccc(C)cc2)nnc1-c1ccccc1,i,0.5,13%,/,3,693,-6%,-1.0%,8%,43%,0%,
OC1(c2cccc(C(F)(F)F)c2)CCN(c2ccc(-c3ccccc3)nn2)CC1,i,3.4,10%,-7.1%,-2,718,-2%,-1.0%,13%,5%,-3%,
COc1ccc(/C=N\NC(=O)c2ccccc2[N+](=O)[O-])cc1COc1c(F)c(F)c(F)c(F)c1F,i,0.4,4%,/,-1,817,3%,0.9%,18%,12%,2%,
Cn1c(O)c(N=NC(=O)C2COc3ccccc3O2)c2ccccc21 (configuration not stated),i,0.0,-1%,/,-3,692,5%,-1.5%,10%,4%,-9%,
O=C1COCC(=O)N1CCc1c[nH]c2ccccc12,i,0.8,0%,/,1,707,0%,-0.9%,-11%,14%,-8%,
C=CCNC(=S)Nc1cccc([N+](=O)[O-])c1,i,0.2,0%,/,4,678,1%,-3.2%,-17%,-16%,3%,
CCc1ccccc1NC(=O)C/C(C)=N/NC(=O)COc1ccccc1C,i,0.5,-6%,/,6,796,-9%,0.8%,16%,0%,-3%,
COc1ccc(/C=N/NC(=O)CCn2cnc3ccccc32)cc1,i,0.3,-5%,/,2,644,21%,-1.5%,2%,-19%,/,
O=C(COC(=O)c1cc([N+](=O)[O-])ccc1NCCO)c1ccc(Cl)cc1,i,0.3,2%,-3.1%,16,698,-1%,3.2%,0%,7%,-4%,
Oc1ccc(-c2cn3ccccc3n2)cc1O,i,0.4,-1%,/,/,/,-6%,-0.2%,2%,-37%,-1%,
CCN1CCOC(CC(=O)Nc2cccc([N+](=O)[O-])c2)C1=O (configuration not stated),i,0.3,0%,/,3,748,0%,16%,7%,0%,/,
Cc1cc(=O)[nH]c(N/N=C/c2cn(CCC#N)nc2-c2ccccc2)n1,i,0.6,5%,-9.6%,5,645,0%,-2.5%,0%,-12%,2%,
CCCCN1C(=O)C(NC(=O)CC(C)C)(C(F)(F)F)C2=C1CC(C)(C)CC2=O (configuration not stated),i,1.8,1%,-4.0%,/,/,-10%,0.4%,18%,14%,10%,
Cc1ccc(N(C(=O)CNC(=O)c2ccco2)C(C(=O)NC2CCCCC2)c2cccnc2)cc1 (configuration not stated),/,/,11%,/,-1,782,-5%,1.5%,-1%,4%,7%,
O=C1CN2C(=Nc3ccc(Br)cc3C2c2ccccc2)CCN1 (configuration not stated),i,0.9,5%,-3.5%,/,/,3%,0.5%,6%,-2%,-1%,
COc1ccc(-c2noc(C(C)n3nc(C)c([N+](=O)[O-])c3C)n2)cc1OC (configuration not stated),i,0.2,0%,1.3%,/,/,2%,1.1%,-10%,-10%,-3%,
C/C(=N\NC(=O)c1ccccc1F)c1cccc(NC(=O)c2ccc(C)cc2)c1,i,1.3,5%,/,5,815,-8%,1.0%,-12%,1%,-8%,
CCC(C)NC(=O)CSc1nc2ccsc2c(=O)n1-c1ccc(OC)cc1 (configuration not stated),i,1.2,10%,-12%,/,/,-7%,1.7%,17%,0%,-5%,
COc1ccc(CN2CCc3ccc(NC(=O)CCc4ccccc4OC)cc3C2)c(O)c1,i,1.6,-2%,/,-24,705,-7%,-2.1%,34%,-7%,-12%,
Cn1ccnc1SCCNC(=O)CCc1nnc(CCc2ccccc2)o1,i,0.5,-2%,-19%,2,740,-7%,-0.9%,-3%,-4%,2%,
CN1CCc2c(sc(NC(=O)C3CCCCC3)c2C(N)=O)C1,i,1.0,8%,/,-18,723,-8%,-0.4%,3%,-2%,2%,
CCc1c(C)nc(SCC(=O)c2ccc(C)c(C)c2)[nH]c1=O,i,1.9,6%,-5.7%,2,762,0%,-0.7%,-8%,-2%,1%,
O=C(NCCCC1CCCC1)C1CCC(=O)N(Cc2ccc(Cl)cc2)C1 (configuration not stated),i,3.9,-4%,/,/,/,-5%,-0.2%,-6%,8%,1%,
O=C(Nc1nnc(Cc2ccccc2F)s1)Nc1ccccc1F,i,1.3,2%,/,1,808,-10%,0.5%,-88%,6%,5%,
O=C(CN1CCCCC1)N=Nc1c(O)[nH]c2ccccc12,i,0.1,-1%,0.8%,-2,710,2%,0.4%,20%,0%,-4%,
Cc1c(NS(=O)(=O)c2ccccc2)c(=O)n(-c2ccccc2)n1C,i,0.1,1%,-6.6%,2,773,-1%,2.9%,5%,5%,-6%,
COc1ccc(Br)cc1/C=N/NC(=O)CN1CCN(Cc2ccccc2)CC1,i,0.6,1%,/,-3,746,-7%,0.9%,0%,-7%,-5%,
CC(C)(C)C(=O)Nc1cc(S(=O)(=O)N2CCCCC2)ccc1N1CCCCC1,i,0.4,11%,-1.7%,-2,697,5%,0.2%,6%,11%,0%,
Cc1ccc(-n2c(C)cc(/C([O-])=C(/C(=S)Nc3ccc(F)c(Cl)c3)[n+]3ccccc3)c2C)cc1,i,1.0,1%,-1.4%,34,793,6%,-1.3%,-7%,2%,-6%,
CCCCN(CC)S(=O)(=O)N1CCC(C(=O)NCCCN2CCOCC2)CC1,i,0.4,-1%,-5.2%,/,/,-7%,-2.3%,26%,7%,3%,

# Sorted by molar mass (lowest first): part of the list above.
SMILES,Myeloid diff MLP,Myeloid diff MLP GFP+ MAC1+ %,SIAH1 antagonists,XIAP antagonists,Hep lipid drop,Hep lipid drop cells 6.5 µM,LYP inhibition,HIV peptide binding,NOD2 inhibition,AID2073,Dengue-2 NS5 capping,others
Cc1c(NS(=O)(=O)c2ccccc2)c(=O)n(-c2ccccc2)n1C,i,0.1,1%,-6.6%,2,773,-1%,2.9%,5%,5%,-6%,
O=C(Nc1nnc(Cc2ccccc2F)s1)Nc1ccccc1F,i,1.3,2%,/,1,808,-10%,0.5%,-88%,6%,5%,
Cn1ccnc1SCCNC(=O)CCc1nnc(CCc2ccccc2)o1,i,0.5,-2%,-19%,2,740,-7%,-0.9%,-3%,-4%,2%,
COc1ccc(Br)cc1/C=N/NC(=O)CN1CCN(Cc2ccccc2)CC1,i,0.6,1%,/,-3,746,-7%,0.9%,0%,-7%,-5%,

# (listing goes on)
SMILES,Myeloid diff MLP,Myeloid diff MLP GFP+ MAC1+ %,SIAH1 antagonists,XIAP antagonists,Hep lipid drop,Hep lipid drop cells 6.5 µM,LYP inhibition,HIV peptide binding,NOD2 inhibition,AID2073,Dengue-2 NS5 capping,others
COc1ccccc1CN1CC(C(=O)NCCn2ccc(C)n2)CCC1=O (configuration not stated),i,1.6,3%,/,-3,714,-8%,1.1%,10%,-4%,0%,
CC1(/[N+]([O-])=C/c2ccc(F)cc2)CCCCC1=O (configuration not stated),i,0.3,3%,/,2,753,-4%,-0.8%,-8%,-1%,0%,
COc1ccc(Br)c(C(=O)NC2CCCC2)c1,i,1.0,0%,-7.3%,37,681,-5%,0.9%,10%,-8%,-7%,
COc1ccccc1C(=O)N1N=C(c2ccc(NS(C)(=O)=O)cc2)CC1c1cccs1 (configuration not stated),i,0.8,0%,/,/,/,1%,2.5%,7%,1%,-5%,
CN1C(=O)C(CC(=O)Nc2ccccc2)S/C1=N/c1nccs1 (configuration not stated),i,0.0,-4%,-1.3%,20,688,-10%,-1.1%,12%,-11%,-8%,
COc1ccc(S(=O)(=O)NNC(=O)c2ccccc2-n2cccc2)cc1,i,0.4,-3%,-8.5%,1,684,-5%,-1.0%,4%,17%,-8%,
O=C(CNC(=O)c1ccco1)OCC(=O)c1ccccc1,i,0.5,-4%,-2.2%,/,/,-3%,-4.1%,-2%,-6%,1%,Dengue-2 NS5 capping pilot replicate=3.6
CC(=O)N1CCSc2ccc(S(=O)(=O)NCCc3ccc(C)cc3)cc21,i,2.1,-4%,/,-1,659,-9%,-2.0%,41%,10%,-11%,
O=C(c1nc2ccccn2c1CN1CCCC(c2nc3ccccc3o2)C1)N1CCCC1 (configuration not stated),i,0.6,0%,-6.1%,-61,725,-10%,0.2%,-3%,-14%,-8%,

# A portion of the library. The share of hits here may be higher or lower than overall.
